Screening data from PubChem BioAssay.
proCasp3 act: activators of human procaspase-3; P42574; recombinant procaspase-3 D3A, Ac-DEVD-pNA absorbance 405 nm; activation, % at 8.5 µM; hit rate 0.11% among 330,000;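 active = activation above the mean of all tested compounds plus 3 SD, cut at about 21% in these data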;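 also: 0% = DMSO alone and 100% = DMSO wells spiked with extra 5 µM PC-3 D3A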
Target sequence (P42574 whole entry D9A/D28A/D175A): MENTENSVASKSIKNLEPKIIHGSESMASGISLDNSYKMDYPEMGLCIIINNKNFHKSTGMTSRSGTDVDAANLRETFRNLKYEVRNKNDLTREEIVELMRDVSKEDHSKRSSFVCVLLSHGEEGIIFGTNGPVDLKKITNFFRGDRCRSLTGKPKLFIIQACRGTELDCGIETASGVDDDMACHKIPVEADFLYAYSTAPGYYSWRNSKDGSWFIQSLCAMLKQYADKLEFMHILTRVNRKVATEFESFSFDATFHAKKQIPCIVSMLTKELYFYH
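Assay system: Procaspase-3 D3A mutant, all three cleavage aspartates alanine. Buffer or medium: Zinc-free HEPES saline buffer with Triton X-100. Times: 1 h compound preincubation, 2 h substrate hydrolysis at 25 °C. Measured by: 405 nm absorbance of p-nitroaniline, reads at 0 and 120 min. Read-out basis: percent activation relative to control range. Replicates: singlicate.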
PP1 counter: blocks human PP1-alpha phosphatase, a PP5 counter-screen | P62136 | purified PP1alpha, OMFP fluorescence | inhibition, % at 6.7 µM | hit rate 0.9% among 320,000 | AID 2235;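 active = inhibition above the mean inhibition of all tested compounds plus 3 SD, computed separately for each screening campaign, cut at about 15% in these data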
Target sequence (P62136 whole entry, looked up): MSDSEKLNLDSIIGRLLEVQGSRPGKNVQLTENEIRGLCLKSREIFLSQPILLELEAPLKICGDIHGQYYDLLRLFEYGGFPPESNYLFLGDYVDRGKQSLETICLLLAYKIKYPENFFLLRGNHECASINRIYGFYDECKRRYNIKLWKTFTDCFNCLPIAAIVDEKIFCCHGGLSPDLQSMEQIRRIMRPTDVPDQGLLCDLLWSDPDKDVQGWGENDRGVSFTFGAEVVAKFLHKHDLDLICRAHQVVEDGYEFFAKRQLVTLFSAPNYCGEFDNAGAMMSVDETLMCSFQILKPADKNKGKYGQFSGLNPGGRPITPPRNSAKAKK
Fh CTSL1 inh: cathepsin L1 inhibition, PFM18AAP counter-screen | hit rate 0.49% among 300,000 | inhibition, % at 5.96 µM | recombinant F. hepatica cathepsin L1, Z-Leu-Arg-MCA fluorescence | AID 1906;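 active = inhibition above the mean of all tested compounds plus 3 SD, set per screening campaign, cut at about 17% in these data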;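 also: 0% = plate median of test compound wells and 100% = 1 µM Z-Phe-Ala-diazomethylketone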
TPT1 inh: C. albicans TPT1 enzyme inhibition. inhibition, % at 5 µM. recombinant caTPT1, FP RNA substrate dephosphorylation. hit rate 0.81% among 300,000;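 active = inhibition above the mean of all tested compounds plus 3 SD, set per screening campaign, cut at about 24% in these data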;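 also: plate controls were DMSO alone for no effect and ferristatin control at 100 nM for full effect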
PP5 primary: blocks human protein phosphatase 5 activity. purified PP5c, OMFP substrate fluorescence. inhibition, % at 6.7 µM. hit rate 0.18% among 320,000;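 active = inhibition above the campaign's mean inhibition across all tested compounds plus 3 SD, cut at about 9.5% in these data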;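 also: 0% = DMSO only and 100% = 100 µM cantharidin control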
proCasp7 act: counter-screen: procaspase-7 (human) activation. P55210. activation, % at 8.5 µM. hit rate 0.093% among 330,000. AID 463210. recombinant procaspase-7, Ac-DEVD-pNA absorbance 405 nm; D23A/D198A/D206A triple mutant, cannot self-cleave; scale: DMSO 0, 5 µM enzyme 100;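 active = percent activation above the screen-wide mean plus 3 SD, cut at about 25% in these data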
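Material: Procaspase-7 triple mutant (PC-7 D3A) | Quantity: 2 µM procaspase-7 mutant as dispensed | Reagent: DEVD-pNA substrate | Times: 1 h preincubation, 2 h reaction | Technique: 405 nm absorbance of p-nitroaniline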
HCV core dimer: blocks dimerization of HCV core protein; TR-FRET GST/Flag-core106 dimerization, 1536-well; hit rate 0.33% among 300,000; AID 1899; inhibition, % at 5 µM;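 active = inhibition above the mean of all tested compounds plus 3 SD, set per screening campaign, cut at about 45% in these data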
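Assay system: tagged HCV core106 pair (GST and Flag); medium: KF-containing HEPES buffer, pH 7.45, DTT, CHAPS, BSA; also added: Eu donor and XL665 acceptor anti-tag antibodies; dosing: 5 µM single dose; timing: compound-protein-antibody incubation 4 h at 22.5 °C; signal: TR-FRET 671 and 617 nm emission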
Efflux pump inh: blocks antifungal efflux pumps in multiplex yeast assay | S. cerevisiae Candida pump triplex, Nile Red efflux | inhibition, % at 10 µM | hit rate 0.44% among 330,000;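 active = plate passing quality check with inhibition over a set limit, or well fluorescence over plate mean plus 4 SD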;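 also: Nile Red retained in pooled yeast measured as flow cytometry median fluorescence; 0% = buffer negative control and 100% = Enniatin B positive control; higher means more Nile Red kept so more efflux inhibition; some compounds called inactive have numbers as strong as hits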
GASC-1 inh: inhibitors of human GASC-1 (JMJD2C) demethylase | GST-JMJD2C(1-420) H3K9me3 demethylation, DELFIA europium | hit rate 0.069% among 330,000 | Q9H3R0 | inhibition, % at 2.35 µM;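 active = more than half of a compound's replicate wells show inhibition beyond 50%, single wells judged on their own value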;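 also: signal counts dimethyl H3K9 product captured on neutravidin plate; 0% = median of DMSO wells and 100% = 0.3 times that DMSO median; strong numbers were not always called active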
* marks the source's active call; other numbers are inactive results; · = no result given.

mol	proCasp3 act	PP1 counter	Fh CTSL1 inh	TPT1 inh	PP5 primary	proCasp7 act	HCV core dimer	Efflux pump inh	GASC-1 inh
CCC1=NN(C(=O)c2ccc(Br)cc2)C(O)(c2ccccc2)C1 (stereo not given)	1	0	0	3	2.6	-13	1	0.3	15
O=c1c(Cc2ccc(Cl)cc2)c(O)ccn1Cc1cccs1	-1	-1	1	-6	0.1	-1	2	0.0	-6
CC(C)N(Cc1ccccc1)C(=O)c1ccc2nsnc2c1	2	-3	5	-3	0.1	5	-5	0.2	6
CCC(C)(C)n1nnnc1C(C(C)C)N1CCN(C)CC1 (stereo not given)	11	0	-3	-2	0.2	8	-4	0.0	0
O=C(COC(=O)c1n[nH]c2ccccc12)Nc1ccc(S(=O)(=O)N2CCCC2)cc1	5	1	-11	4	3.8	-4	15	-0.1	·
O=C(CSc1nnc(CCc2ccccc2)n1-c1ccc(Cl)cc1)c1ccccc1	-1	3	0	1	5.6	-6	17	-0.6	-4
CCCNC(=O)COC(=O)c1ccc(OCC(=O)Nc2ccccc2OC)c(OC)c1	8	-2	0	0	-0.8	8	-1	0.0	3
COc1ccc(-c2nn(-c3ccccc3)cc2/C=N/Nc2ccccn2)cc1OC	-13	-1	3	-2	3.0	-2	7	-0.1	-7
COc1cccc(N2C(=O)C3CCCN3C2c2ccc(Cl)cc2)c1 (stereo not given)	-2	-3	2	-4	2.6	6	1	-0.2	-3
CCc1nnc(NS(=O)(=O)c2ccc(NC(=O)c3cccc4ccccc34)cc2)s1	3	3	0	1	4.0	3	13	0.1	7
CCOc1c(Cl)cc(Cl)cc1CNCCNCCO	4	-4	2	-1	-0.6	11	1	0.1	-14
C=CCOc1c(Br)cc(CNn2cn[nH]c2=S)cc1OC	-6	-4	-2	-3	2.5	-31	1	-0.1	-38
CC(C)CNS(=O)(=O)c1ccc(CCC(=O)NCC2CCCO2)cc1 (stereo not given)	6	-5	-2	2	1.7	-10	2	0.0	0
C=C(C)CSc1nnc(CCCCCNC(=O)OC(C)(C)C)o1	-14	4	10	1	1.4	-7	-4	1.0*	-26
O=C(NCCc1csc(-c2cccc(F)c2)n1)c1ccco1	-2	-3	-4	-1	0.6	9	3	0.1	-9
Cc1ccc(N2C(=O)C(Cl)=C(NCCO)C2=O)c(C)c1	1	3	-4	4	2.4	11	5	0.1	-5
COc1cccc(Oc2nc3ncn(Cc4ccccc4)c3c(=O)n2C)c1	6	2	1	1	2.4	-1	4	-0.1	10
CC(C)c1ccc(C(=O)COC(=O)C(O)c2ccccc2)cc1 (stereo not given)	3	·	·	·	·	-1	·	0.1	8
O=S(=O)(c1ccc(OCC2CO2)cc1)c1ccc(OCC2CO2)cc1 (stereo not given)	8	-2	1	-1	0.7	0	5	0.1	4
C/C=C\C(=O)Nc1cccc(C2=NOC3(C2)C[C@@H](C(N)=O)N(C(=O)c2ccc(Cl)cc2)C3)c1 (stereo not given in full)	1	-3	2	-3	-1.7	5	-5	-0.1	-17
COC(=O)c1ccc(/C=N/NC(=O)CC(=O)NC(C)C)cc1	-5	-1	1	-4	-1.6	-8	-5	0.0	5
O=C(/C=C/c1cccs1)NCc1cccs1	-11	0	-9	-2	0.4	1	-4	-0.1	8
O=C1CC/C=C\C[C@@H](CC(=O)N(CCO)Cc2ccccc2)C(=O)N[C@H](Cc2c[nH]c3ccccc23)CO1	8	·	·	·	·	3	·	-0.2	4
CCOC(=O)C1=NOC(CNC(=O)c2ccccc2Cl)C1 (stereo not given)	6	-1	1	-1	-0.5	-3	0	0.0	22
O=C(c1ccc([N+](=O)[O-])cc1)N1C=CC(C(F)(F)F)=NCC1	5	5	1	4	-1.2	8	-2	-0.1	-31
CCCC(C)C(=O)OCC(=O)Nc1c(Br)cc(C)cc1Br (stereo not given)	-5	-2	-3	-4	2.3	-2	-5	-2.5	8
Cc1ccc(N2CC(C(=O)Nc3nc4ccc(S(C)(=O)=O)cc4s3)CC2=O)cc1C (stereo not given)	4	-1	-1	-3	2.5	-1	8	0.0	-7
Cc1ccccc1Nc1nnc(SCC(=O)NCc2cccs2)s1	8	-2	-5	0	3.5	5	4	0.1	-2
COc1cc(OC)cc(OC(=O)c2cccc(S(=O)(=O)N3CCN(C)CC3)c2)c1	1	13	-24	-3	-1.4	3	-3	0.0	4
NC(=O)c1cc(NC(=O)CCc2nc3ccccc3s2)cc(C(N)=O)c1	-14	-1	-2	2	-0.6	1	-3	1.7	2
COc1ccc(CNC(=O)c2n[nH]c3ccccc23)cc1OC	11	-1	-4	-5	-1.7	4	-2	0.1	-24
COc1ccc(C(=O)NC(C)C2CC3CCC2C3)c(OC)c1 (stereo not given)	12	1	6	-1	-1.9	3	5	0.0	-2
COc1ccc(CNC(=O)CCC(=O)c2ccc(C)cc2)cc1OC	2	-3	0	1	-0.1	1	-3	-0.1	-2
COc1ccccc1CN1CCCC(CNC(=O)c2cccc3ccccc23)C1 (stereo not given)	1	-6	0	1	0.2	4	-4	0.3	-17
CS(=O)(=O)NCc1ccc(C(=O)NCCOc2ccccc2)cc1	-4	-2	0	1	1.4	-12	-3	-0.2	12
CCCNC(=O)C(Cc1ccccc1)NS(=O)(=O)c1ccc2c(c1)CCC(=O)N2 (stereo not given)	0	-3	-1	1	1.0	7	-1	0.1	-1
CC(C)n1c(N2CCN(C(=O)NCc3ccccc3)CC2)nc2ccccc21	6	-3	-1	-4	2.0	5	3	-0.1	1
O=S(=O)(c1cc(Cl)sc1Cl)N1CCCC1	0	-2	-1	0	0.2	5	1	0.0	6
O=C1NC(=Nc2ccccc2)CS1	9	0	2	3	-1.8	10	1	-0.2	-28
N#Cc1c(CSCC(=O)O)cc(=O)n2c1[nH]c1ccccc12	4	-2	-2	-1	-0.5	1	-15	0.0	5
Cc1cccc(NC(=O)c2cccc(S(=O)(=O)NCc3ccccc3)c2)n1	-15	-1	4	-4	0.4	-6	3	-0.1	0
COC(=O)/C(C#N)=C\c1c(OC)[nH]c2ccccc12	-9	0	0	-1	0.1	-9	-7	-0.1	-2
CC(=O)Nc1ccc(Oc2nc(C)cc(C)n2)cc1	6	3	-1	1	2.8	7	-9	-0.1	-3
Cc1ccc(C)c(NC(=S)c2ccc3ccccc3n2)c1	15	0	0	-2	2.1	1	-11	-0.1	5
COc1ccc(C2=NN(CN3C(=O)C(=O)c4ccccc43)C(c3ccc(OC)cc3)C2)cc1 (stereo not given)	-26	1	10	12	-8.9	-60	7	-0.2	7
O=C(NCc1cccnc1)/C(=C\c1ccc(-c2ccc(Br)cc2)o1)S(=O)(=O)c1ccccc1	-4	5	-5	-2	3.0	7	4	0.1	-4
COC(=O)c1sccc1NC(=O)Nc1ccccc1OC	2	-3	3	2	3.0	1	-4	-1.3	-22
O=C(CSc1nnc2ccccn12)Nc1ccccc1Cl	-3	·	·	·	·	-3	·	-0.2	10
CCCCc1nc(SCC(=O)Nc2cc(C)on2)n[nH]1	0	-1	0	3	0.5	-4	1	0.1	-22
CCOc1ccccc1CNCCN1CCOCC1	-4	-3	-3	0	1.3	11	-2	-0.1	18
Cn1c2ccccc2c(=O)c2ccc(NCCc3cccs3)cc21	-13	·	·	·	·	-18	·	0.5	30

Entries from the list above that have an NH in an aromatic ring:
mol	proCasp3 act	PP1 counter	Fh CTSL1 inh	TPT1 inh	PP5 primary	proCasp7 act	HCV core dimer	Efflux pump inh	GASC-1 inh
O=C(COC(=O)c1n[nH]c2ccccc12)Nc1ccc(S(=O)(=O)N2CCCC2)cc1	5	1	-11	4	3.8	-4	15	-0.1	·
C=CCOc1c(Br)cc(CNn2cn[nH]c2=S)cc1OC	-6	-4	-2	-3	2.5	-31	1	-0.1	-38
O=C1CC/C=C\C[C@@H](CC(=O)N(CCO)Cc2ccccc2)C(=O)N[C@H](Cc2c[nH]c3ccccc23)CO1	8	·	·	·	·	3	·	-0.2	4
COc1ccc(CNC(=O)c2n[nH]c3ccccc23)cc1OC	11	-1	-4	-5	-1.7	4	-2	0.1	-24
N#Cc1c(CSCC(=O)O)cc(=O)n2c1[nH]c1ccccc12	4	-2	-2	-1	-0.5	1	-15	0.0	5
COC(=O)/C(C#N)=C\c1c(OC)[nH]c2ccccc12	-9	0	0	-1	0.1	-9	-7	-0.1	-2
CCCCc1nc(SCC(=O)Nc2cc(C)on2)n[nH]1	0	-1	0	3	0.5	-4	1	0.1	-22

Rows are unselected. Share with any hit: about 2.9%.
